ERAP1 HTS inh: human ERAP1 aminopeptidase inhibitors, primary screen, biochemical, single point, plate reader. recombinant ERAP1, Leu-AMC fluorescence, 60 min. AID 652197, 2013. 0.15% of 340,000 active. Endoplasmic reticulum aminopeptidase 1 (Homo sapiens), Q9NZ08. inhibition, % at 10.7 µM;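 active = mean replicate inhibition of at least 30%, or all replicates individually reaching that 30% level; inactive = mean below 30% and not every replicate reaching it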;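 also: 0% = neutral control wells and 100% = L-leucinethiol positive control wells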
esBAF inh: Bmi1 luciferase reporter increase in mESCs, primary screen, esBAF inhibitor project, mouse ES cells, Bmi1 luciferase knock-in, single point; 24 h; 100% = twice the neutral-well signal; reporter increase, % at 12.5 µM; 2% of 350,000 active; in the data active = activation above about 40%;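 also: 0% = median of the plate's neutral control wells and 100% = double that signal; a rise in the Bmi1 reporter signal indicates esBAF inhibition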
XiGFP reactiv: activators of inactive X chromosome reactivation, primary screen, imaging, XiGFP fibroblasts, GFP high-content imaging, set 2 | XiGFP mouse fibroblasts, % GFP-positive cells imaging, 3 d; cells co-treated with 5-aza-dC sensitizer; scaled so ellipticine positive control = 100% | activation, % at 7.58 µM | 0.055% of 360,000 active | AID 743238, 2013;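 active = mean normalized replicate activation at least 10% and every replicate at or above 10%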;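 also: 0% = median of on-plate neutral control wells and 100% = ellipticine 6 µM median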
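Material: SV40-immortalized XiGFP fibroblast cells, line 68-5-11 | Buffer or medium: DMEM containing 5-aza-dC | Dosing: One concentration, pinned | Times: 3 d treatment, 15 min room-temperature fixation | Controls: Ellipticine 6 µM positive control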
ARNT TACC3 PPI: disruptors of ARNT/TACC3 protein interaction, primary screen, biochemical, AlphaScreen, single concentration. AlphaScreen His-ARNT PAS-B/GST-TACC3 binding, luminescence; TACC3 fragment carries E629A point mutation. inhibition, % at 9.99 µM. 0.66% of 390,000 active. AID 623870, 2012;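 active = mean inhibition of replicates at least 50% and at least half of replicates each reaching 50%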;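 also: 0% = complete ARNT plus TACC3 wells and 100% = ARNT alone without TACC3; many hits fall short of the cut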
RAD52 inh: RAD52 DNA annealing inhibitors, primary screen, biochemical, FRET, single point, set 2. AID 651710, 2012. recombinant RAD52 DNA annealing, FRET fluorescence. 0.46% of 360,000 active. DNA repair protein RAD52 homolog (Homo sapiens), P43351. inhibition, % at 18.7 µM;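 active = every replicate showing at least 50% inhibition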
INS-1E GSIS act: GLuc luminescence reporter in INS-1E cells, primary screen for activators of glucose-dependent secretion of insulin | INS-1E GLuc reporter insulin secretion, 2-3 h | activation, % at 16.6 µM | 0.61% of 370,000 active;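 active = lowest replicate activation of at least 40%, so every replicate reaches that level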;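 also: 0% = median of neutral control wells and 100% = median of IBMX positive control wells; some compounds called inactive have numbers as strong as hits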
F508del corr: F508del CFTR correction, initial screen, CFBE line, single point; CFBE cells, YFP halide quenching; stimulated with forskolin plus potentiator P3; % fluorescence drop versus neutral controls; activity (quench increase), % at 7.58 µM; 0.36% of 350,000 active; AID 720511, 2013;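 active = mean added fluorescence quench of at least 8% versus neutral control, with both replicates also reaching 8%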;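 also: cells transiently co-express mutant CFTR-F508del with the halide-sensitive YFP; corrector assay measuring rescue of mutant channel to the surface after 24 h compound exposure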
RAD54 inh: inhibitors of human RAD54 branch migration, primary screen, biochemical, fluorescence, single point. AID 602329, 2012. inhibition, % at 10.4 µM. 0.14% of 360,000 active. RAD54 Holliday junction branch migration, FAM/BHQ fluorescence;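 active = mean normalized replicate activity at least 40 and at least half of replicates scoring 40 or more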;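 also: 0% = median of neutral control wells and 100% = median of positive control wells; inhibitors cause a drop in the FAM fluorescence signal; in these data hits start at about 50%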
Target sequence (Q92698 whole entry, looked up): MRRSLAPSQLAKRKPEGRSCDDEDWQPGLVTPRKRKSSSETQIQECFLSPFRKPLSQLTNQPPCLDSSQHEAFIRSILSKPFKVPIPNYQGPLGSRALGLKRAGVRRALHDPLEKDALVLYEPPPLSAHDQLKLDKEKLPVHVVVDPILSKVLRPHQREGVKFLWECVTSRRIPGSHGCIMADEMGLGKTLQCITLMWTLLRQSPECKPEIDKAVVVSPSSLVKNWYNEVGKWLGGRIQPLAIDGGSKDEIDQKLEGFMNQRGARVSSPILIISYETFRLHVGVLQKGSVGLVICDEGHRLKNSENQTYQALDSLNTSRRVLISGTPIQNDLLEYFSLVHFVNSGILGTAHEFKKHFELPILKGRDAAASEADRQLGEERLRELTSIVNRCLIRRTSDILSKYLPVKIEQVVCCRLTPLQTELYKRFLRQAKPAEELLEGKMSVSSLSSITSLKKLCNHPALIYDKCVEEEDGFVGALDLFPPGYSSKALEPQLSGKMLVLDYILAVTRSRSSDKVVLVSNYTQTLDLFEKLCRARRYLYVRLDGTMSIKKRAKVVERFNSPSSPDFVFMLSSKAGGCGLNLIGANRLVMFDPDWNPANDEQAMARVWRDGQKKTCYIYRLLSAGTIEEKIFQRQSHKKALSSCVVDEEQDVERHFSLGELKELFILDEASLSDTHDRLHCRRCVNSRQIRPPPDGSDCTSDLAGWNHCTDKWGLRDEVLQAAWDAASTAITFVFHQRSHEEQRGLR
The depositor's hits bear a star; . = not tested or not shown.

Structure | ERAP1 HTS inh | esBAF inh | XiGFP reactiv | ARNT TACC3 PPI | RAD52 inh | INS-1E GSIS act | F508del corr | RAD54 inh
CCN(CC(=O)NCc1ccc(F)cc1)CC(=O)Nc1ccc(Br)cc1F | -1 | -1 | 0.2 | 25 | -12 | . | 2.5 | 0
C/C=C/c1ccc2c(c1)O[C@@H](CN(C)C(=O)Nc1cc(F)ccc1F)[C@@H](C)CN([C@@H](C)CO)S2(=O)=O | 1 | 6 | 0.0 | 9 | -6 | -17 | -0.7 | 7
C[C@H]1CN(c2ccc(Br)cc2)C(=O)[C@@H]1CC(=O)Nc1ccc(Br)cc1 | 11 | 1 | 0.2 | . | -4 | -11 | -3.7 | 1
Cc1ccc(S(=O)(=O)N2C[C@@H](O)COC[C@H]3O[C@@H](CC(=O)NCC4CCCCC4)CC[C@@H]32)cc1 | 2 | -2 | 0.0 | 11 | 53* | -10 | -2.5 | -11
Cc1ccc(NC(=S)Nc2ccc(OC(F)F)c(Cl)c2)cc1Cl | -4 | 15 | 0.1 | 19 | -4 | -2 | . | -1
O=C(Nc1ccccc1)OCC1CCCO1 (stereo not given) | -2 | 35 | 0.0 | -2 | -11 | 0 | . | 6
C[C@@H]1CN([C@H](C)CO)C(=O)c2cc(N(C)C)ccc2O[C@@H](C)CCCCO[C@H]1CN(C)S(=O)(=O)c1cn(C)cn1 | 1 | 7 | 0.2 | 22 | -34 | -3 | 1.5 | -8
NC(=O)[C@@H]1CCCN1C(=O)c1cc(COc2ccc(F)cc2F)on1 | -8 | 13 | 0.0 | 0 | -9 | 2 | 0.7 | 3
C[N+](C)(CC#N)C/C=C\c1ccccc1 | -7 | . | -0.2 | -7 | -4 | -17 | -2.1 | .
O=C(NC(=S)N1CCN(c2ccccc2)CC1)c1ccccc1 | 4 | 9 | 0.2 | -3 | -70 | 3 | 2.8 | -8
COc1ccc(S(=O)(=O)Nc2ccc3c(c2)C(=O)N([C@H](C)CO)C[C@@H](C)[C@@H](CN(C)S(=O)(=O)c2ccc(Cl)cc2)OCCCC[C@@H](C)O3)cc1 | 0 | -8 | 0.2 | -6 | 17 | -14 | -1.4 | 1
COc1ccc2c3c([nH]c2c1)[C@@H](CO)N(C(=O)c1cccnc1)CC31CCN(C(=O)Nc2cccc(F)c2)CC1 | 7 | . | 0.2 | . | 4 | 8 | -3.8 | .
Cc1ccc(NC(=O)c2ccc(CSc3nccc(C)n3)cc2)cc1 | 2 | 25 | . | 1 | -11 | 7 | . | -4
C[C@@H]1CN([C@@H](C)CO)C(=O)c2cc(Br)cnc2O[C@H]1CN(C)C(=O)C1CCOCC1 | 0 | -5 | 0.9 | -4 | -2 | 4 | 1.2 | 0
N#C[C@@H]1[C@H](c2ccc(C3=CCCC3)cc2)[C@@H](CO)N1C(=O)C1CCCC1 | 2 | 1 | -0.1 | 7 | -112 | 14 | -0.1 | -11
COc1ccc(NC(=O)Nc2ccc3c(c2)C(=O)N([C@H](C)CO)C[C@@H](C)[C@H](CN(C)C(=O)c2ccccc2)OCCCC[C@@H](C)O3)cc1 | 1 | 6 | 0.3 | -1 | 0 | -5 | 1.5 | 1
Cc1ccc(S(=O)(=O)NCC2CCC(C(=O)NC3CCCCC3)CC2)cc1 (stereo not given) | -4 | 17 | 0.1 | -7 | -9 | 1 | -2.1 | -17
C[C@H]1CN([C@@H](C)CO)C(=O)c2c(c3ccccc3n2C)-c2ccccc2CO[C@@H]1CN(C)S(=O)(=O)c1ccc(F)cc1 | 0 | 5 | -0.2 | 25 | 21 | -26 | -8.7 | 3
CCOc1ccc(N2CC(C(=O)NNC(=O)c3ccc(F)cc3)CC2=O)cc1 (stereo not given) | -1 | 0 | 0.0 | -3 | -6 | . | -2.9 | -14
CCCNC(=O)C[C@H]1C[C@H]2c3cc(NC(=O)C4CCC4)ccc3O[C@H]2[C@H](CO)O1 | 0 | -9 | -0.1 | -3 | -10 | 3 | -0.3 | 0
CN(Cc1ccccc1)C(=O)COC(=O)CCC(=O)c1ccc(F)cc1 | 1 | -9 | 0.1 | -6 | -7 | -2 | 4.7 | 5
O=C(NC1CC(=O)N(c2ccc(F)cc2)C1)N1CCN(C(=O)c2ccco2)CC1 (stereo not given) | 2 | 3 | 0.5 | -10 | -7 | 58 | 0.7 | 5
O=C1NC[C@@H](Cc2cccc3ccccc23)N(CC2CCCCC2)C1=O | 3 | -5 | 0.1 | -2 | -11 | -51 | -4.5 | -5
Cc1ccc(S(=O)(=O)N(C)C[C@H]2Oc3ncc(-c4ccncc4)cc3C(=O)N([C@H](C)CO)C[C@@H]2C)cc1 | -1 | 8 | -1.3 | -1 | -8 | -11 | 0.0 | -6
CC(=O)Oc1ccc(C(=O)Nc2ccccc2C(=O)N2CCCC2)cc1 | 3 | -15 | 0.0 | 0 | -2 | -4 | 5.5 | 1

Following part.
Every second line gives: ERAP1 HTS inh	esBAF inh	XiGFP reactiv	ARNT TACC3 PPI	RAD52 inh	INS-1E GSIS act	F508del corr	RAD54 inh
C[C@@H]1CN([C@H](C)CO)C(=O)c2cc(NC(=O)c3ccccc3)ccc2O[C@@H](C)CCCCO[C@H]1CN(C)S(=O)(=O)c1ccc(F)cc1
 : -1	-1	0.3	-9	-48	-20	2.4	-7
CC(=O)Nc1ccc(NC(=O)CSc2nnnn2C2CCCCC2)cc1
 : 2	-6	0.1	.	-7	17	1.1	-7
Cc1cc(C)c(-c2cc(C(F)(F)F)no2)c(=O)[nH]1
 : 3	-4	.	-8	-4	-2	0.2	.
Cc1nnc(SCC(=O)Nc2nnc(-c3ccccc3)o2)s1
 : 2	.	0.2	56*	-9	-3	-9.1	.
CCCC1CCC(=NNC(=O)CNc2ccc(OC)cc2)CC1 (stereo not given)
 : -2	.	0.1	0	-14	2	-1.4	.
O=C(CCc1ccccc1)Nc1cccc(S(=O)(=O)N2CCOCC2)c1
 : 1	1	0.2	.	-8	-2	4.8	-4
CO[C@@H](CN(C)S(=O)(=O)c1ccc(F)cc1)[C@@H](C)CN([C@H](C)CO)S(=O)(=O)c1cccc(Cl)c1
 : -2	1	0.6	13	2	1	2.3	4
CCCCN(C)C(=O)c1ccc(Nc2nc(C(N)Cc3ccc(C(F)(F)F)cc3)cs2)nc1 (stereo not given)
 : -3	-58	0.1	.	-21	-11	1.3	2
CSc1ccccc1NS(=O)(=O)c1cccc2nonc12
 : 0	-6	0.1	-9	-9	2	-0.1	6
Cc1noc(C)c1NC(=O)N(C)C[C@H]1Oc2ccc(NC(=O)Cn3cnnn3)cc2CC(=O)N([C@@H](C)CO)C[C@@H]1C
 : .	2	-0.1	0	.	6	2.5	4
COc1ccc(F)cc1S(=O)(=O)N1CCC(C(N)=O)CC1
 : .	-4	.	0	.	5	.	0
O=C(Cc1cccnc1)N1CC2(C1)[C@@H](c1ccccc1)[C@@H](CO)N2C(=O)C1CCOCC1
 : -1	.	0.1	.	-22	-3	-1.4	.
Cc1cccc(C(=O)Nc2ccc(Oc3cnccn3)cc2)c1
 : -1	45*	0.2	-9	-16	9	0.4	13
CC(C)(C)c1ccc(C(=O)NCC(=O)OCC(=O)Nc2nc(-c3ccc(F)cc3)cs2)cc1
 : -1	.	0.3	1	-7	6	-0.2	.
Cc1ccc2nc(NC(=O)c3ccc4c(c3)OCO4)sc2c1
 : 4	27	.	-10	-9	2	7.0	0

Ordered by SMILES length (largest number first): some entries from above
Every second line gives: ERAP1 HTS inh	esBAF inh	XiGFP reactiv	ARNT TACC3 PPI	RAD52 inh	INS-1E GSIS act	F508del corr	RAD54 inh
CC(=O)Nc1ccc(NC(=O)CSc2nnnn2C2CCCCC2)cc1
 : 2	-6	0.1	.	-7	17	1.1	-7
Cc1ccc2nc(NC(=O)c3ccc4c(c3)OCO4)sc2c1
 : 4	27	.	-10	-9	2	7.0	0
Cc1nnc(SCC(=O)Nc2nnc(-c3ccccc3)o2)s1
 : 2	.	0.2	56*	-9	-3	-9.1	.

Continuation.
Every second line gives: ERAP1 HTS inh	esBAF inh	XiGFP reactiv	ARNT TACC3 PPI	RAD52 inh	INS-1E GSIS act	F508del corr	RAD54 inh
CC(=O)c1c(C)[nH]c(C(=O)OCCOc2ccccc2)c1C
 : 1	.	0.0	-7	-7	17	-0.6	.
COc1ccc(C(=O)OCC(=O)NC2CCCC2)c(OC)c1
 : -1	13	0.1	9	-12	-8	0.3	-5
Cc1cccc(N2CCN(C(=O)Cc3ccc(-n4c(=O)[nH]c5ccsc5c4=O)cc3)CC2C)c1 (stereo not given)
 : -3	.	0.0	-1	-18	-12	0.1	4
N=c1n(CC(=O)c2cccc([N+](=O)[O-])c2)c2ccccc2n1Cc1ccccc1
 : -3	-2	-0.1	5	-6	-1	3.5	-2
COc1ccccc1N1CCN(/N=C/c2cc(Br)ccc2F)CC1
 : -1	17	0.5	29	-13	5	-0.5	1
CCC(C)(C)NC(=O)Cc1ccc(Cl)cc1
 : 0	.	0.0	.	-14	11	1.0	.
O=C(Nc1ncc(Cc2cccc(Cl)c2)s1)C1=NCCN1
 : 0	1	.	-3	-10	6	.	4
COc1ccc(NC(=O)Nc2ccc3c(c2)C(=O)N([C@@H](C)CO)C[C@@H](C)[C@@H](CN(C)Cc2ccc(C(F)(F)F)cc2)OCCCC[C@@H](C)O3)cc1
 : -1	4	-0.1	-2	-11	-28	-5.5	-4
CO[C@H]1CN(C)C(=O)c2ccc(NC(C)=O)cc2OC[C@H](C)N(C(=O)c2cnccn2)C[C@H]1C
 : .	-5	0.1	.	.	6	-1.6	.
C[C@H](CO)N1C[C@H](C)[C@@H](CN(C)S(=O)(=O)c2cn(C)cn2)OCCCC[C@H](C)Oc2ccc(NC(=O)C3CCCCC3)cc2C1=O
 : -3	-1	-0.7	-8	5	15	-0.5	-11
CCCS(=O)(=O)C(=C(Nc1ccccc1)Nc1ccccc1)S(=O)(=O)CCC
 : -4	-2	.	-12	-10	4	.	.
CCCC#Cc1cnc2c(c1)C(=O)N([C@H](C)CO)C[C@H](C)[C@H](CN(C)Cc1ccccc1)O2
 : 0	.	0.1	.	-6	-1	4.2	.
CN(C)S(=O)(=O)c1cccc(C(=O)c2nccn2C)c1
 : 1	.	-0.1	-2	-6	-14	-0.6	.
CC1CC(C)CN(C(=O)COC(=O)CCCN2C(=O)c3cccc4cccc(c34)C2=O)C1 (stereo not given)
 : 5	.	0.2	-3	1	1	-0.4	7
COc1ccc(C2=NCCn3nc4cc([N+](=O)[O-])ccc4c32)cc1
 : .	3	0.0	-2	.	3	-2.9	-16
COc1cc2c(cc1OC)CN(CC(=O)Nc1ccc(C)c(C)c1)CC2
 : -9	-7	0.1	10	2	-13	-3.7	10
CCOc1ccc(C(=O)NC(=S)Nc2ccccc2N2CCOCC2)cc1Br
 : 1	.	-0.3	4	-15	.	.	.
COc1ccc(CNC(=O)CN(C(=O)c2cc3sccc3n2C)C2CCCC2)cc1
 : 0	-1	.	-3	4	12	0.1	-8
CCCCNc1c(-c2ccc(OC)c(Sc3ccc(OC)cc3)c2)nc2ccc(Cl)cn12
 : 1	28	0.0	-1	-8	0	-0.9	1

High-throughput results from PubChem.
